14-3-3g Raf = modulators of 14-3-3 gamma protein binding, primary screen, biochemical, fluorescence polarization | 14-3-3 protein gamma (Homo sapiens), P61981 | FP, 14-3-3gamma / TMR-pS259-Raf peptide binding | inhibition, % at 40 µM | 160,000 tested, 0.19% active; in the data active means inhibition above about 30%;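 further: 0% = protein plus tracer without compound and 100% = blank with tracer alone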
Target sequence (P61981 whole entry, looked up): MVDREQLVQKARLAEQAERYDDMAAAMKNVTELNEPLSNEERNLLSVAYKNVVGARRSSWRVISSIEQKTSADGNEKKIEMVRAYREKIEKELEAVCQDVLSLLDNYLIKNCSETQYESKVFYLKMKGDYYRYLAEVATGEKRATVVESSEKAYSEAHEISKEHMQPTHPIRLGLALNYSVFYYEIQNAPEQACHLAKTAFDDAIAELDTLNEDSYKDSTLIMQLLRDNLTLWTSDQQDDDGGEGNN
Active calls of the source: *; & = joins results of further samples. An excerpt, so the mix of outcomes need not match the whole.

14-3-3g Raf	Molecule
-8	CCOC(=O)C1CCCN(C(=O)c2nn(-c3ccc(OCC)cc3)c(=O)c3ccccc23)C1 (stereo unspecified)
1	Cc1cccc(N2COc3ccc(Cl)cc3C2)c1C
-15	CCCC(=O)N(c1ccc2oc(C)c(C(=O)OCC)c2c1)S(=O)(=O)c1ccc(C)cc1
-12	O=C(NS(=O)(=O)c1ccc(NC(=O)C2CCCO2)cc1)c1ccccc1 (stereo unspecified)
0&-13	CCOc1ccc(C(C)=O)cc1N1C(=O)C2C3C=CC(O3)C2C1=O (stereo unspecified)
3	C=C(C)Cn1c(SCC(=O)OC)nc2sc3c(c2c1=O)CCC(C(C)(C)C)C3 (stereo unspecified)
3	CCCOC(=O)c1sc2nc3c(c(-c4ccc(C)cc4)c2c1N)CCCC3
-20	COc1cc(C(=O)Nc2ccc3c(c2)ncn3-c2ccccc2)cc(OC)c1OC
-4	COC(=O)Nc1ncc(CN2C(=O)c3ccccc3C2=O)s1
-4	COc1cccc2cc(C(=O)NCc3cccc(Cl)c3)c(=Nc3ccc(C(=O)O)cc3)oc12
-3	O=C(O)c1cc(NS(=O)(=O)c2cccc3ccccc23)ccc1O
-8	CC(C)OP(=O)(OC(C)C)C(Nc1ccc(Br)cc1)c1ccc(O)cc1 (stereo unspecified)
-4	CC(C)(C)NC(=O)CCNS(=O)(=O)c1ccc(Br)s1
-4	Cc1ccc(Oc2ccc3c(c2)C(=O)N(c2ccc(C(=O)O)cc2)C3=O)cc1C
3	COCCCN1C(=O)C(O)=C(C(=O)c2ccco2)C1c1cccc(Br)c1 (stereo unspecified)
2	CCc1nn(CC(=O)NCCCN2CCCC2=O)c(=O)c2cc3sccc3n12
-1	O=C(Cc1cccs1)N(Cc1cccs1)C1(C(=O)NC2CCCC2)CCCCC1
-7	Cc1sc2c(c1C)c(=O)n(CCc1ccccc1)c(=O)n2Cc1ccccc1F
-9	Cc1cccc(OCC(=O)N(Cc2cccs2)C2CCS(=O)(=O)C2)c1 (stereo unspecified)
6	COc1ccc(C(=O)CSc2nnc(-c3ccoc3C)n2CC2CCCO2)cc1 (stereo unspecified)
5	O=S(=O)(c1ccccc1)N1CCC(N2CCN(c3ccccc3)CC2)CC1
15&6	Nc1nnnn1CC(=O)OCc1cccc(Br)c1
-6	Cc1ccc2nc(NCCO)nc(-c3ccccc3)c2c1
-5	O=C(OCN1C(=O)c2ccccc2C1=O)c1ccc2c(=O)n3c(nc2c1)CCC3
-13	O=C(Nc1c2c(nn1-c1ccc([N+](=O)[O-])cc1)CS(=O)(=O)C2)c1ccc(S(=O)(=O)N2CCCCC2)cc1
-2	CC1CCCCC1NC(=O)c1ccc(S(=O)(=O)NCc2ccco2)cc1 (stereo unspecified)
-11	Nc1c(C(=O)Nc2ccc(Br)cc2)sc2nc3c(cc12)C(=O)CCC3
-2	Cc1nc(SCc2ccc(C(F)(F)F)cc2)c2c(=O)n(C)c(=O)n(C)c2n1
-6	CCc1ccc(C2=CC(c3cccc(C)c3)n3nnnc3N2)cc1 (stereo unspecified)
-138	O=C(c1cc2c(=O)[nH]c3ccccc3c2s1)N1CCC(Cc2ccccc2)CC1
0	CCCC1(C(=O)O)NC(c2ccc(OC)cc2O)C2C(=O)N(c3ccc(OC)cc3)C(=O)C21 (stereo unspecified)
-5	COc1ccc(C2C(C(=O)Nc3ccccn3)=C(C)NC3=C2C(=O)CCC3)c(OC)c1 (stereo unspecified)
-9	COC(=O)c1nc(NC(=O)c2ccc(Cl)cc2)n[nH]1
-8	Cc1ccc2nc(NC(=O)c3ccc(-c4ccccc4)cc3)sc2c1
-1	Cc1csc(SCC(=O)Nc2cccc3nsnc23)n1
0	COC(=O)c1ccsc1NC(=O)c1ccc(Cl)s1
-2	CN(C(=O)c1c(Cl)nc2sccn12)C1CCCCC1
-339	O=C1C(NS(=O)(=O)c2ccccc2)=CC(=NS(=O)(=O)c2ccc(Br)cc2)c2ccccc21
-7	Cc1ccc(S(=O)(=O)N2CN3CN(C2)CN(S(=O)(=O)c2ccc(C)cc2)C3)cc1
-7	N#Cc1cc(N2CCOCC2)c([N+](=O)[O-])cc1C#N

Continued, starting with the last two of the part before.
14-3-3g Raf	Molecule
-7	Cc1ccc(S(=O)(=O)N2CN3CN(C2)CN(S(=O)(=O)c2ccc(C)cc2)C3)cc1
-7	N#Cc1cc(N2CCOCC2)c([N+](=O)[O-])cc1C#N
-70	CCOC(=O)c1c(C)oc2c1cc(NS(=O)(=O)c1cccs1)c1ccccc12
-3	COc1ccc(C2C(N3C(=O)c4cccc([N+](=O)[O-])c4C3=O)C(=O)N2c2ccc(C)c(Cl)c2)cc1Br (stereo unspecified)
1	CN(C)S(=O)(=O)c1ccc(C(=O)NCc2cccs2)cc1
-4	O=C(CSc1nc2c([nH]c3ccccc32)c(=O)n1-c1ccc(F)cc1)Nc1cccc(F)c1
-8	CCCCC(C(=O)Nc1ccccc1Cl)N1C(=O)c2ccccc2C1=O (stereo unspecified)
-12	CC(=O)N1CCc2cc(S(=O)(=O)CCC(=O)Nc3ccc(OC(F)(F)F)cc3)ccc21
-3	O=C(O)CS(=O)(=O)c1ccc(Oc2ccc(S(=O)(=O)CC(=O)O)cc2)cc1
7	Cc1sc(NC(=O)C2C3CCC(O3)C2C(=O)O)c(C(N)=O)c1-c1ccc(C(C)C)cc1 (stereo unspecified)
-4	CCc1c(O)nc(SCC(=O)NC2CCCCC2)n(-c2ccccc2)c1=O
1	CCOC(=O)N1CCN(S(=O)(=O)c2ccc3c(c2)SC(C)C(=O)N3)CC1 (stereo unspecified)
2	Cc1cccc(NC(=O)CN(c2cccc([N+](=O)[O-])c2)S(=O)(=O)c2ccccc2)c1
-15	Cc1ccc2nc(SCC(N)=O)nc(C)c2c1
-7	Cc1ccc(-c2cc(C(F)F)nc(N3CCCCC3)n2)cc1
-1	COCCNC(=O)C(c1ccc(C)o1)N(CC1CCCO1)C(=O)Cn1nnc2ccccc21 (stereo unspecified)
-1	COc1cc(OC)c(NS(=O)(=O)c2coc(C(N)=O)c2)cc1Cl
3	CC(C)Cn1c(CCNC(=O)c2ccccc2)nc2ccccc21
-3	O=C(NCc1ccco1)c1ccccc1Br
1	O=[N+]([O-])c1ccc(CSc2nnc(-c3ccco3)n2Cc2ccccc2)cc1
1	Clc1ccc(C=Nc2c(-c3ccc(Cl)cc3)nc3n2CCS3)cc1
-8	O=C(Nc1ccccc1)c1cccc(S(=O)(=O)N2CCCc3ccccc32)c1

20 compounds out of the list, arranged by number of heavy atoms, rising:
14-3-3g Raf	Molecule
-3	O=C(NCc1ccco1)c1ccccc1Br
-15	Cc1ccc2nc(SCC(N)=O)nc(C)c2c1
15&6	Nc1nnnn1CC(=O)OCc1cccc(Br)c1
-9	COC(=O)c1nc(NC(=O)c2ccc(Cl)cc2)n[nH]1
-1	Cc1csc(SCC(=O)Nc2cccc3nsnc23)n1
-6	Cc1ccc2nc(NCCO)nc(-c3ccccc3)c2c1
-7	Cc1ccc(-c2cc(C(F)F)nc(N3CCCCC3)n2)cc1
-1	COc1cc(OC)c(NS(=O)(=O)c2coc(C(N)=O)c2)cc1Cl
3	CC(C)Cn1c(CCNC(=O)c2ccccc2)nc2ccccc21
-8	Cc1ccc2nc(NC(=O)c3ccc(-c4ccccc4)cc3)sc2c1
-8	CC(C)OP(=O)(OC(C)C)C(Nc1ccc(Br)cc1)c1ccc(O)cc1 (stereo unspecified)
-3	O=C(O)CS(=O)(=O)c1ccc(Oc2ccc(S(=O)(=O)CC(=O)O)cc2)cc1
2	CCc1nn(CC(=O)NCCCN2CCCC2=O)c(=O)c2cc3sccc3n12
-4	Cc1ccc(Oc2ccc3c(c2)C(=O)N(c2ccc(C(=O)O)cc2)C3=O)cc1C
2	Cc1cccc(NC(=O)CN(c2cccc([N+](=O)[O-])c2)S(=O)(=O)c2ccccc2)c1
-12	CC(=O)N1CCc2cc(S(=O)(=O)CCC(=O)Nc3ccc(OC(F)(F)F)cc3)ccc21
-339	O=C1C(NS(=O)(=O)c2ccccc2)=CC(=NS(=O)(=O)c2ccc(Br)cc2)c2ccccc21
-4	COc1cccc2cc(C(=O)NCc3cccc(Cl)c3)c(=Nc3ccc(C(=O)O)cc3)oc12
-3	COc1ccc(C2C(N3C(=O)c4cccc([N+](=O)[O-])c4C3=O)C(=O)N2c2ccc(C)c(Cl)c2)cc1Br (stereo unspecified)
-13	O=C(Nc1c2c(nn1-c1ccc([N+](=O)[O-])cc1)CS(=O)(=O)C2)c1ccc(S(=O)(=O)N2CCCCC2)cc1

The results go on.
14-3-3g Raf	Molecule
-14	CN(Cc1ccccc1)C(=O)c1ccc2c(=O)n(Cc3cccc(Br)c3)c(=S)[nH]c2c1
-2	CCCCOC(=O)n1c(=O)oc2cc(S(=O)(=O)N3CCCCC3)ccc21
-15	O=C(NCc1ccc(Cl)cc1)c1cc(-c2ccc(Cl)cc2)on1
1	COc1ccc(S(=O)(=O)n2c(CCN3CCOCC3)nc3ccccc32)cc1
-1	COc1cc2c(cc1OC)/C(=C/C(=O)N1CCOCC1)NC(C)(C)C2
8	COCCn1cc(C(=O)N2CCOCC2)c2c3ccccc3n(C)c2c1=O
2	COC(=O)c1ccc2c(=O)n(Cc3ccc(Cl)cc3)c(=S)[nH]c2c1
4	CC1CCN(C(=O)c2ccc(Cl)c([N+](=O)[O-])c2)CC1
-1	CCn1nnc(C(=O)O)c1C(=O)O
-40	N#Cc1c(NC(=O)CN2CCN(S(=O)(=O)c3ccc4c(c3)OCCO4)CC2)sc2c1CCC2
-6	S=C1NN=C(c2ccccc2)C(c2ccccc2)N1 (stereo unspecified)
0	Cc1cc(NC(=O)c2cc(-c3cccs3)nc3ccccc23)no1
-5	Cc1cc(C)n(CCC(N)=O)n1
0	CCCOC(=O)c1ccc(NC(=O)COc2cc(C)c(Cl)c(C)c2)cc1
-1	CS(=O)(=O)Nc1ccc(C(=O)NCCC2=CCCCC2)cc1
-5	CCOC(=O)C1=C(c2ccccc2)NC(=O)NC1c1ccc(OCC#N)c(OC)c1 (stereo unspecified)
-6	CC1=C(C(=O)OCCc2ccccc2)C(c2ccc(Br)s2)NC(=O)N1C (stereo unspecified)
2	COc1ccc(-c2sccc2C(C)C(=O)O)cc1 (stereo unspecified)
-5	COCCOC(=O)c1c(C)oc2c1cc(NS(=O)(=O)c1ccc3ccccc3c1)c1ccccc12
-4	CC1CCN(c2c(NCc3ccc(C(=O)NCc4cccnc4)cc3)c(=O)c2=O)CC1
-15	CC1(C)Cc2ccccc2C(=NCCCC(=O)O)N1
-6	CCOC(=O)C1CCCN(c2cc(C)nc3cc(-c4ccc(F)cc4)nn23)C1 (stereo unspecified)
1	O=C(O)CN1C(=O)c2ccc(C(=O)O)cc2C1=O
-5	COc1ccc(-n2nc(C(=O)Nc3ccccc3C(F)(F)F)c3ccccc3c2=O)c(OC)c1
1	O=C(CCC1CCCCC1)Nc1c2c(nn1-c1ccc([N+](=O)[O-])cc1)CS(=O)(=O)C2
2	COc1cc(OC)cc(C(=O)N2CCN(C(=O)c3cccnc3)CC2)c1
-8	COC(=O)C(N)Cc1ccc(O)c(O)c1 (stereo unspecified)
-4	CCC1Oc2ccc(Cl)cc2N(CC(=O)NCc2ccccc2)C1=O (stereo unspecified)
-13	Cc1ccc(C(=O)Nc2cc3nn(-c4ccc(Cl)cc4)nc3cc2C)cc1
-11	Cc1cc(O)c(C(C)C)cc1NC(=O)Cn1nc(-c2ccc(C)c(S(=O)(=O)N3CCCCC3)c2)c2ccccc2c1=O
3	COc1ccc(Cn2nnnc2C(c2cccs2)N2CCN(c3ccccc3)CC2)cc1 (stereo unspecified)
-2	COc1ccc(NC(=O)Cn2c(=O)n(Cc3ccccc3)c(=O)c3ccccc32)cc1
7	CC1=C(C(=O)OCC2CCCO2)C(c2cc3c(cc2[N+](=O)[O-])OCO3)C2=C(CC(C)(C)CC2=O)N1 (stereo unspecified)
-4	CC(C(=O)NCc1ccccc1)C1Sc2ccccc2N(Cc2ccccc2F)C1=O (stereo unspecified)
-1	COc1cc(C2C=C(c3cccc(NC(C)=O)c3)Nc3ncnn32)cc(OC)c1OC (stereo unspecified)
-1	COC(=O)C1C(=O)C2=C(CC1C)NC(C)=C(C(=O)OC1CCCC1)C2c1ccccc1OC(C)C (stereo unspecified)
-3	O=C(CN1C(=O)CSc2ccc(S(=O)(=O)N3CCOCC3)cc21)NC1CC1
-11	O=c1c2c3nc4ccccc4nc3n(/N=C/c3cccs3)c2ncn1-c1ccccc1
-6	O=[N+]([O-])c1cccc2c(Br)[nH]nc12
-2	C=CCNC(=O)CN1CCC(O)(c2ccccc2)CC1
-2	O=C(Nc1cccc(F)c1)C1CCN(S(=O)(=O)c2cccc3nsnc23)CC1
3	Cc1ccc(NC(=O)N(CC(C)C)CC(C)C)cc1
-13&-4	CCC(=O)N1CCc2cc(S(=O)(=O)NC(C(=O)N3CCc4ccccc4C3)C(C)C)ccc21 (stereo unspecified)
-7	O=C(O)CCCCN1Cc2ccccc2C1
-6	COc1ccc(C(=O)CSc2nccn2C)cc1OC
-18	Cc1ccc(NC(=O)c2ccc(CSc3ccc(Cl)cc3)cc2)cc1
-4	CC(=O)Nc1ccccc1-c1nc2ccccc2[nH]c1=O
-23	O=[N+]([O-])c1ccc(-c2cn(-c3cccc(Cl)c3)c(=S)[nH]2)cc1
-1	O=C(CN1C(=O)c2cccc3cccc1c23)N1CCc2ccccc2C1
2	COCCCN1C(=O)C(O)=C(C(=O)c2ccco2)C1c1ccc(Br)cc1 (stereo unspecified)
4	Cc1cc(C)nc(-n2nc(C)cc2NC(=O)COC(=O)CCC(=O)c2cccs2)n1
-9	O=C(COC(=O)c1cccnc1Nc1ccccc1F)NCc1ccc2c(c1)OCO2
-2	CCOC(=O)c1sc(NC(=O)COc2ccc(C(C)C)c(C)c2)nc1C
0	C=C(C)c1cccc(C(C)(C)NC(=O)Nc2ccc3c(c2)oc2ccccc23)c1
0	Cc1cccc(OCCOCCSc2ncccn2)c1
0	N#CCCN1CCN(C(CNS(=O)(=O)c2ccc(Cl)cc2)c2ccccc2)CC1 (stereo unspecified)
-7	CC(C)=CC(=O)Nc1ccc2c(c1)OCO2
-2	O=C(COc1ccc(F)cc1Br)NCc1ccccn1
-8	CCCCCCCC/C=C\CCCCCCCC(=O)NCCO
-22	CCOC(=O)c1cc2c(=O)n3ccccc3nc2n(C)c1=NC(=O)c1cccc(OC)c1OC
-1	Cc1nc(Oc2ccc(C)c(C)c2)c2c3c(sc2n1)CC(C)CC3 (stereo unspecified)
-12	Cc1ccccc1-c1nc2cc(N)ccc2o1

Bioassay records from PubChem BioAssay.
